rTrxR1 inhibitor: qHTS Assay for Inhibitors of Mammalian Selenoprotein Thioredoxin Reductase 1 (TrxR1): qHTS | Thioredoxin reductase 1, cytoplasmic (Rattus norvegicus), O89049 | recombinant rTrxR1, NADPH fluorescence consumption, selenite substrate | Potency, µM (top dose mostly 114 µM), without a hit: at the top dose activity change, negative = inhibition, hits mostly inhibitors | hit rate 1% among 390,000 | AID 588453, 2011; note: potency is the fitted concentration of half-maximal effect; % is set by controls: 0 for no effect and ±100 for the full control effect; nearly all actives have a fitted effect of over 65% in size
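Rat TrxR1 (90 nM in the dispensed reagent) was pre-reduced with 400 uM NADPH for 5 min at room temperature, then incubated with compound for 15 min. After 400 uM selenite was added, NADPH fluorescence (Ex 340/Em 450 nm) was followed for 8 min.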
PGK inhibitor: qHTS Assay to Find Inhibitors of Phosphoglycerate Kinase; hit rate 0.043% among 380,000; AID 602233, 2012; Phosphoglycerate kinase, glycosomal (Trypanosoma brucei brucei), P07378; PGK/GAPDH coupled, Kinase-Glo luminescence, 60 min; Potency, µM (highest dose often 57.5 µM), without a hit: at the highest dose activity change, negative = inhibition, actives largely listed as inhibitors; note: potency is the fitted concentration of half-maximal effect; % is set by controls: 0 for no effect and ±100 for the full control effect; nearly all actives have a fitted effect of over 60% in size
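Recombinant glycosomal PGK reaction used 1,3-bisphosphoglycerate generated in-well by GAPDH (100nM final) in 100mM TEA pH 7.6, 5mM MgCl2, 0.01% Tween-20. After 60 minutes at room temperature, ATP was read by Kinase-Glo Plus luminescence end-point.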
PI4K2A block: qHTS for small molecular inhibitors of PI4K2A | AID 1346378, 2018 | hit rate 0.13% among 420,000 | purified PI4K2A, ADP-Glo luminescence, 1 h; hits give low values | Phosphatidylinositol 4-kinase type 2-alpha (Homo sapiens), Q9BTU6 | activity change, negative = inhibition, % at 76.9 µM; in the data active = activity change below about -50%; inconclusive = mostly about -30% to -49%;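 note: -100% = wells without enzyme as full effect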
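ADP-Glo luminescence measured ADP generated by PI4K2A enzyme (4 ug/mL before mixing) with 1.2 mM PI substrate (pre-mix) and 300 microM ATP (pre-mix). Tris pH7.5 buffer with MgCl2, Triton X-100; 1 h reaction at ambient temperature.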
GLS inhibitor: qHTS for Inhibitors of Glutaminase (GLS). Glutaminase kidney isoform, mitochondrial (Homo sapiens), O94925. GLS enzymatic activity, qHTS titration. Potency, µM (top dose mostly 45.5 µM), for the others: at the highest dose activity change, negative = inhibition, hits mostly inhibitors. hit rate 0.21% among 410,000; note: potency is the fitted concentration of half-maximal effect; % is set by controls: 0 for no effect and ±100 for the full control effect
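Coupled fluorescence readout: glutamate oxidase/HRP/Amplex Red detect glutamate formed by hKGA from L-glutamine (1 mM solution added). Buffer 45 mM KH2PO4 pH 8.2, 0.02% Tween-20; reads at t0 and 30 min RT.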
HP1b binding inh: HTS for Inhibitors of HP1-beta Chromodomain Interactions with Methylated Histone Tails; hit rate 0.56% among 390,000; Chromobox protein homolog 1 (Homo sapiens), P83916; Potency, µM (series often up to 114 µM), for inactives: at the top dose activity change, negative = inhibition, hits mostly inhibitors; AlphaScreen HP1-beta / biotin-H3K9me3 peptide binding; note: potency is the fitted concentration of half-maximal effect; nearly all actives have a fitted effect of over 70% in size; inactives centre near 23
Target sequence (P83916 whole entry, looked up): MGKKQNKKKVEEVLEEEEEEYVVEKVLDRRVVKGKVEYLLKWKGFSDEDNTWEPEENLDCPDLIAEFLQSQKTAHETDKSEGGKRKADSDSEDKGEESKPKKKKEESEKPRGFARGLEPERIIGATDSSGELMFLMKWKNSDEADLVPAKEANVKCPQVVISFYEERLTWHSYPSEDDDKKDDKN
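HP1-beta protein (50 nM final) preincubated 30 min at room temperature with biotinylated H3(1-18)K9me3 peptide (50 nM) in PBS pH 7.4, 0.01% Tween-20, then compound added for 30 min. AlphaScreen streptavidin donor/nickel chelate acceptor beads (10 ug/mL final), 30 min dark, luminescence read.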
Pin1 inhibitor: qHTS Assay to Find Inhibitors of Pin1; hit rate 0.009% among 390,000; Potency, µM (highest dose often 115 µM), inactives show at the top dose activity, negative = inhibition, hits mostly inhibitors; AID 504891, 2011; Peptidyl-prolyl cis-trans isomerase NIMA-interacting 1 (Homo sapiens), Q13526; Pin1 FP peptide displacement, HiFluor488, 10 min; active = well fitted inhibition curve with a large enough effect in the polarisation, with a control signal flat, not every such curve was filed as active; inconclusive = small, poorly fitted or top-dose-only effect, or effect the other way, or a change in a side signal; inactive = no such curve, though single readings can be large or run the other way; the % refers to the polarisation; note: potency is the fitted concentration of half-maximal effect; % is set by controls: 0 for no effect and ±100 for the full control effect
USP1-UAF1 inh: Inhibitors of USP1/UAF1: Primary Screen. Potency, µM (highest dose often 57.1 µM), without a hit: at the highest dose activity change, negative = inhibition, actives largely listed as inhibitors. recombinant USP1/UAF1, Ub-Rhodamine cleavage fluorescence. hit rate 0.23% among 390,000; note: potency is the fitted concentration of half-maximal effect; % is set by controls: 0 for no effect and ±100 for the full control effect; nearly all actives have a fitted effect of over 60% in size; inactives centre near -12
Target sequence (O94782 whole entry, looked up): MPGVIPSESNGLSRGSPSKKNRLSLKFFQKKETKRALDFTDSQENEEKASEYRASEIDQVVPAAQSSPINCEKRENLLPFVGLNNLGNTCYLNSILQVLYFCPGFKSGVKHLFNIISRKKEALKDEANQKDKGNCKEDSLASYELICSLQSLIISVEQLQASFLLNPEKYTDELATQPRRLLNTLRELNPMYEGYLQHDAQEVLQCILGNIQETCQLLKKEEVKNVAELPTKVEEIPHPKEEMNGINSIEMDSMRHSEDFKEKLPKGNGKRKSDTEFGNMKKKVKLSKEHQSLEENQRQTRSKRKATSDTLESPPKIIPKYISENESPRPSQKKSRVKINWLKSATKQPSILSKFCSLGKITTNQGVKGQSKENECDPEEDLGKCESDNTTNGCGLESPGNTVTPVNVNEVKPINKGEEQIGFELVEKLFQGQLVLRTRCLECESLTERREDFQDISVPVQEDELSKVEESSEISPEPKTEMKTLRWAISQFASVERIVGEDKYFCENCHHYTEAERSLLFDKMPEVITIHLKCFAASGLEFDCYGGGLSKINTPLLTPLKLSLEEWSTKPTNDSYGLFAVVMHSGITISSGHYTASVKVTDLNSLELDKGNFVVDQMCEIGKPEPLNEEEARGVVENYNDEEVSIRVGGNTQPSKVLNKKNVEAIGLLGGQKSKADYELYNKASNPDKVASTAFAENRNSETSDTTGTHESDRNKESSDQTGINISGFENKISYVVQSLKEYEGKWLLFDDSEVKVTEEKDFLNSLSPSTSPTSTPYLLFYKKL
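High-throughput fluorogenic screen: 1nM USP1/UAF1 complex, Ub-Rho substrate 150nM final, 50mM HEPES pH 7.8 with 0.5mM EDTA, 0.1 mg/ml BSA, 1mM TCEP and 0.01% Tween-20.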
IDH1 R132H inh: qHTS for Inhibitors of mutant isocitrate dehydrogenase 1 (IDH1): qHTS; IDH1-R132H enzyme, NADPH consumption, diaphorase/resazurin fluorescence; AID 602179, 2012; hit rate 0.093% among 390,000; Isocitrate dehydrogenase [NADP] cytoplasmic (Homo sapiens), O75874; Potency, µM (highest dose often 76.6 µM), inactives show top-dose activity change, negative = inhibition, actives largely listed as inhibitors; note: potency is the fitted concentration of half-maximal effect; % is set by controls: 0 for no effect and ±100 for the full control effect; nearly all actives have a fitted effect of over 65% in size
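IDH1-R132H (0.5 ug/mL) preincubated 30 min with compound, then NADPH (0.016 mM) and alpha-KG (2 mM) added; 80 min at RT, pH 7.5. Remaining NADPH coupled via diaphorase/resazurin to fluorescence (540/590 nm); concentration-response curves normalized to no-enzyme control.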
TrxR1 substrate: qHTS Assay for Substrates of Mammalian Selenoprotein Thioredoxin Reductase 1 (TrxR1): qHTS; Thioredoxin reductase 1, cytoplasmic (Rattus norvegicus), O89049; purified TrxR1 substrate turnover, NADPH consumption readout; Potency, µM (highest dose often 114 µM), inactives show at the highest dose activity change, negative = substrate turnover; hit rate 0.01% among 390,000; note: potency is the fitted concentration of half-maximal effect; % is set by controls: 0 for no effect and ±100 for the full control effect; nearly all actives have a fitted effect of over 50% in size
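Rat TrxR1, dispensed at 90 nM, was prereduced with 400 uM NADPH (final) for 5 min at ~22 deg C, then incubated with compound 15 min before 400 uM selenite. A first-read NADPH fluorescence drop versus no-compound background flagged substrates.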
Active calls of the source: *; i = inactive; ? = inconclusive; · = no result given; [ ] = remark or other dose. Unless noted, calls come from the whole dose curve; as a rule, active = well fitted curve in the direction sought with a large enough effect; inconclusive = small, poorly fitted or top-dose-only effect, or another doubt; inactive = no such curve, though single readings can be large; an effect the other way counts as inactive or inconclusive. This is a subset; rates above refer to the full screens.

Compound,rTrxR1 inhibitor,PGK inhibitor,PI4K2A block,GLS inhibitor,HP1b binding inh,Pin1 inhibitor,USP1-UAF1 inh,IDH1 R132H inh,TrxR1 substrate
O=C(C[n+]1ccn(-c2ccccc2)c1)c1ccc([N+](=O)[O-])cc1,-8%,-3%,-9,-5%,63%[activator],-13%,-11%,-4%,-3%
Cc1ccc(NC(=O)COC(=O)c2cc(=O)c3ccccc3o2)cc1F,11%,2%,9,3%,23%,-4%,1%,-10%,-4%
COc1ccc(CN(CC(=O)NCCC(C)C)C(=O)CCC(=O)Nc2nccs2)cc1,10%,3%,1,8%,-2%,-8%,-11%,-4%,0%
CCOc1ccc2nc(-c3ccccc3)nc(SCC(=O)Nc3ncc(C)s3)c2c1,-9%,i,0,-5%,22%,-11%,-10%,6%,-5%
Cc1ccc(NC(=O)CSc2ncc(-c3ccccc3)[nH]2)cc1,1%,1%,0,0%,-9%,-9%,-15%,4%,-6%
CN(C)S(=O)(=O)n1cc(/C=C(\NC(=O)c2ccccc2)C(=O)N2CCCCC2)c2ccccc21,·,-9%,13,-7%,·,·,-25%,5%,·
CCc1ccc(CN(C(=O)c2ccc(OC)cc2)C2CCS(=O)(=O)C2)cc1 (centres undefined),6%,i,-3,-2%,14%,4%,3%,0%,0%
Cc1ccc(Cn2c(C)c3cnn(CC(=O)NC4CCCC4)c(=O)c3c2C)cc1,-3%[57.1 µM],-5%,-1,-3%,30%,1%,-13%,-8%,-3%[57.1 µM]
COc1ccc(CN(C(=O)Cc2coc3ccc(C)cc23)C2CCS(=O)(=O)C2)cc1 (centres undefined),15%,0%,0,0%,2%,-1%,?,2%,-2%
Cn1cc(C(=O)C(=O)N2CCc3ccccc32)c2ccccc21,35%,-12%,-12,-3%,13%,-7%,-13%,0%,8%
COc1ccc(OC)c(S(=O)(=O)N2CCC(C(=O)NC3CCCC3)CC2)c1,20%,-3%,3,-14%,39%,0%,-9%,-4%,5%
COc1ccc(OC)c(/C=C/C(=O)OCC(=O)N2CCCC2)c1,-3%,-7%,-3,0%,46%[activator],-1%,-15%,5%,4%
Cn1cc(S(=O)(=O)N2CCOCC2)cc1C(=O)Nc1ccc(Cl)c(C(F)(F)F)c1,23%,6%,0,-2%,28%,7%,-22%,-12%,-3%
COc1ccc(CCC(=O)NCc2cccc(C(F)(F)F)c2)cc1,19%,-10%,1,2%,52%[activator],-9%,-3%,-5%,-7%
CCN(CC)CCCN(Cc1cc2cc3c(cc2[nH]c1=O)OCO3)C(=O)Nc1ccccc1OC,-5%,-6%,1,13%,-1%,4%,3%,22%,17%
Cc1ccc(C)c(C(=O)COC(=O)c2ccccc2N2C(=O)C3C4CCC(C4)C3C2=O)c1 (centres undefined),37%,1%,-4,-10%,29%,-1%,-28%,6%,9%
COc1ccc(CCn2c(-c3cc([N+](=O)[O-])cc([N+](=O)[O-])c3)nc3nc4ccccc4nc32)cc1,-11%,-16%,2,6%,?,12%,-1%,5%,-14%
COC(=O)c1cc(C)nc2c1c(=O)nc(SCc1cccc(C(F)(F)F)c1)n2C1CC1,8%[57.1 µM],7%,2,-6%,11%[57 µM],?,?,9%,-3%[57.1 µM]
O=C(NCCN1C(=O)S/C(=C\c2ccccc2F)C1=O)C1CCN(S(=O)(=O)c2cccs2)CC1,7%,0%,0,2%,11%,16%,-11%,-8%,-4%
O=C(CSc1ccccc1)Nc1cccc(S(=O)(=O)N2CCCC2)c1,0%,2%,-2,6%,29%,2%,-13%,1%,-1%
CCCCn1c(CNC(=O)c2ccc(OC)cc2)nnc1SCC(=O)Nc1ccccc1,14%,0%,-1,10%,24%,3%,-4%,14%,0%
O=C(Nc1cc(-c2nc3cc(Cl)ccc3o2)ccc1Cl)c1cc2ccccc2o1,13%,i,-30,1%,44%[activator],6%,-19%,16%,-3%[11.4 µM]
O=C(/C(=N\O)n1cncn1)c1ccc(Cl)cc1Cl,8%[57.1 µM],-3%,5,-10%,33%,10%,-18%,4%,2%[57.1 µM]
CC(C)CCN1C(=O)c2ccc(C(=O)Nc3ccccc3C(=O)O)cc2C1=O,0%,0%,0,14%,5%,0%,-20%,-1%,-8%
COc1nc(NCc2ccco2)nc(N2CCC(C)CC2)n1,0%[57.1 µM],2%,-3,3%,-3%,0%,-12%,2%,12%

The results go on:
Compound,rTrxR1 inhibitor,PGK inhibitor,PI4K2A block,GLS inhibitor,HP1b binding inh,Pin1 inhibitor,USP1-UAF1 inh,IDH1 R132H inh,TrxR1 substrate
Cc1oc(-c2ccccc2F)nc1CS(=O)(=O)CC(=O)NCCCc1ccccc1,?,-1%,-1,1%,12%,-3%,-20%,0%,9%[57.1 µM]
COc1ccc2[nH]c(=O)c(CN(CCc3ccccc3)C(C)=O)cc2c1,4%,0%,1,0%,11%,1%,1%,0%,26%
CCc1cccc(CC)c1NC(=S)NCC(c1cccnc1)N(C)C (centres undefined),10%,-5%,-7,-6%,11%[57 µM],0%,-13%,0%,3%
CCOc1ccccc1-n1c(=S)sc2c(=O)n(-c3ccc(F)cc3)c(SCC(=O)O)nc21,-3%,6%,-1,4%,17%,5%,-6%,4%,-7%
O=C(NCCc1ccccc1)c1cc(=O)c2ccccc2o1,-5%,i,12,-22%,22%,-2%,-13%,7%,-9%
COc1ccc(Cc2nnc(NCCO)[nH]c2=O)cc1OC,12%,i,4,?,8%,2%,-12%,-9%,-4%
CCN(CC)c1ccc2cc(-c3nc(-c4ccc(Cl)cc4Cl)cs3)c(=O)oc2c1,11%[57.1 µM],-1%,-2,14%,129%[activator],?,?,10%,-7%[57.1 µM]
CCOC(=O)[C@@H]1[C@H]2COc3ccc(Br)cc3[C@@H]2N2C(=O)N(c3cccc(Cl)c3)C(=O)[C@@]12C,41%[activator],-2%,-2,0%,22%,12%,-26%,7%,6%
O=C(CCS(=O)(=O)c1ccccc1)Nc1nc(-c2cccs2)cs1,-12%[57.1 µM],-1%,-5,1%,22%,7%,-20%,15%,-15%[57.1 µM]
Cc1ccc(-n2nc3c(=O)n(CCCC(=O)NCc4ccc(Cl)cc4)nc(C)c3c2C)cc1,-13%,2%,2,5%,27%,3%,-9%,-3%,-10%
CCOC(=O)C1CCCN(CCC(=O)Nc2ccccc2)C1 (centres undefined),-3%,-8%,-3,-5%,48%[activator],-3%,-16%,6%,-4%
Cc1ccc(/C(O)=C2\C(=O)C(=O)N(C)C2c2ccc(Br)cc2)cc1 (centres undefined),41%[2.29 µM],0%,-2,7%,10%,-8%,-19%,-6%,-4%
Cc1cc(NC(=O)CC2CCCC2)ccc1Br,4%,6%,0,5%,40%[activator],-2%,-25%,1%,-4%
CC(=O)Nc1ccc(C(=O)OCC(=O)NC(=O)NCc2ccccc2)cc1,·,-1%,7,-3%,·,·,-10%,-5%,·
O=C(NCCCCc1ccccc1)C1CC(c2ccc([N+](=O)[O-])cc2)=NO1 (centres undefined),5%[57.1 µM],0%,-3,22%,18%,1%,-12%,-9%,-2%[57.1 µM]
Cc1cnc(C(=O)Nc2ccc(C)c(S(=O)(=O)N3CCCCCC3)c2)cn1,0%,1%,-3,-4%,21%,-5%,-15%,4%,3%
COc1ccccc1C(=O)N1CCNC(=O)C1CC(=O)Nc1ccc(Cl)cc1 (centres undefined),12%,i,-1,2%,15%,1%,-16%,2%,7%[57.1 µM]
O=C(NCCCN=C1NS(=O)(=O)c2ccccc21)c1ccco1,-7%,-1%,-1,-2%,19%,0%,0%,-5%,0%
COc1ccc(NC(=O)Cc2nnc(SCC(=O)NC3CCCC3)n2C)cc1,-10%,3%,1,6%,23%,0%,-9%,12%,-5%
CN1CCN(c2ccc(S(=O)(=O)N3CCCCC3)cc2NC(=O)COc2ccc([N+](=O)[O-])cc2)CC1,-5%,-4%,-9,7%,-11%,5%,3%,1%,-5%
CC(C)CN(C(=O)CSc1nc2ccccc2[nH]1)C1CCS(=O)(=O)C1 (centres undefined),-9%,i,1,6%,13%,-4%,-11%,0%,-12%
CC1CN=C(Nc2cccc(S(=O)(=O)N(C)C)c2)S1 (centres undefined),14%,-4%,-6,2%,46%[activator],-3%,-3%,3%,8%[57.1 µM]
O=S(=O)(O)c1nc2ccccc2n1Cc1ccccc1,-16%,5%,-5,-12%,17%,-2%,-14%,5%,-2%

Bioassay records deposited in PubChem BioAssay by National Center for Advancing Translational Sciences (NCATS).
